Compound activity from PubChem BioAssay.
sdo1 growth = sdo1-depleted yeast growth rescue; S. cerevisiae sdo1-depleted JHY4D growth rescue, OD600 30 h; stronger effect = higher value; pdr5 snq2 efflux-pump mutant strain; z-score at 10 µM; 140,000 compounds, 0.21% hits; AID 817;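 active = z-score above 3 at both the 24 hr and the 30 hr optical density reads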;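 note: z-score against mean and SD of all compound wells on the same plate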
INS promoter inh = TRM-6 insulin promoter activity inhibition; TRM-6 cells (human fetal islet line), insulin promoter-eGFP reporter, imaging; reporter expression induced with tamoxifen; inhibition, % at 2 µM; 130,000 compounds, 0.9% hits; AID 1273;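 active = inhibition above the mean plus 3 SD, with well images judged a real hit on visual review, cut at about 60% in these data, passing the limit was not always enough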
sdo1 growth Rescue 24 h = recorded beside sdo1 growth, whose call it bears; z-score; S. cerevisiae sdo1-depleted JHY4D growth rescue, OD600; measured here: growth rescue at 24 h;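 0 is the plate mean of compound wells and units are plate SD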
Numbers without * were called inactive; nt = no result given. Only part of the results is shown; rates above refer to the full screens.

sdo1 growth,sdo1 growth Rescue 24 h,INS promoter inh,Molecule
-0.92,-0.43,-8.0,CO/N=C(\c1nonc1N)N1CCN(c2ccc(Cl)cc2[N+](=O)[O-])CC1
-1.7,-1.45,nt,Cn1c(C(=O)NC2CCCCCC2)cc2c(=O)n(C)c3ccccc3c21
1.27,1.17,3.5,O=C(CCl)Nc1cccn2ncnc12
1.25,0.16,3.5,CC(C)CNC(CC(=O)Nc1cccc([N+](=O)[O-])c1)C(=O)O (stereo not drawn)
0.55,-0.45,-75.0,O=C(NC1CCCCC1)c1ccccc1NC(=S)NC(=O)C1CCC1
nt,nt,-25.9,O=C(COc1ccccc1Cl)c1ccc[nH]1
nt,nt,7.1,Cc1csc(NS(=O)(=O)c2cccc([N+](=O)[O-])c2)n1
0.76,-0.26,nt,CCN1C(=O)C2(C(C(=O)c3ccc(C)o3)=C(O)C(=O)N2CCCN2CCOCC2)c2ccccc21 (stereo not drawn)
nt,nt,14.3,C/C(=N\Nc1nc(N)cc(Cl)n1)c1ccc(Cl)c(Cl)c1
1.87,2.3,82.1*,CCCCn1c(N)c(NCCC(C)C)c(=O)[nH]c1=O
-1.06,-1.23,16.7,CCCC(=O)NC(c1ccco1)c1cc(Cl)c2cccnc2c1O (stereo not drawn)
1.88,1.34,nt,CCCCc1nc2n[nH]c(N)c2c2c1CCC2
-1.87,-1.55,40.7,Cc1ccc(C)c(Sc2ccc(NC(=O)CCl)cc2)c1
nt,nt,16.7,Cc1ccc(NC(=O)NC(=O)N(C(C)C)S(=O)(=O)c2ccc(C)cc2)cc1
-0.92,-1.05,nt,O=C(c1cc(-c2ccc(F)cc2)on1)N1CCCC1
-1.21,-1.42,5.4,Cc1ccccc1NC(=O)C(=O)NC(C)CCc1ccccc1 (stereo not drawn)
-1.2,-0.88,-14.3,CC(Cc1cccs1)NC(=S)Nc1ccc(Cl)c(Cl)c1 (stereo not drawn)
nt,nt,33.3,CCC(CC)C(=O)c1c[nH]c(C(=O)NCc2ccccn2)c1
0.21,0.49,nt,COc1cc2c(cc1NC(=O)COC(=O)[C@@H](NC(=O)c1ccccc1)C(C)C)oc1ccccc12
0.11,-0.55,32.3,Cc1nn(C2CCCCC2)c(N)c1-c1ccccc1
0.72,1.9,35.7,COc1ccccc1NS(=O)(=O)c1cccs1
nt,nt,-50.0,CCc1ccc(C(CNC(=O)c2ccc3c(=O)n(-c4ccccc4F)c(=S)[nH]c3c2)N(C)C)cc1 (stereo not drawn)
0.7,0.15,21.6,O=C(Nc1ccc(F)cc1)NC1CCN(Cc2nnnn2Cc2ccco2)CC1
1.08,1.25,61.9,O=C(N/N=C/C(Br)=C\c1ccccc1)c1ccc2nc[nH]c2c1
0.3,-0.76,nt,CCCCNC(=O)c1onc(CSc2ccc(Cl)cc2)c1C(=O)O
-1.01,-1.2,nt,O=C(CSCc1cccc(F)c1)N1CCN(c2ccccc2)CC1
0.56,0.55,-21.4,O=C(Nc1ccc(F)cc1)c1ccccc1CC[N+](=O)[O-]
1.08,1.22,-112.5,CCOC(=O)CN(C(=O)CNC(=O)c1cccs1)C(C(=O)NC1CCCCC1)c1cccs1 (stereo not drawn)
-0.69,-0.64,57.1,COc1ccc(N2C(C(C)=O)=NN(c3ccccc3)C2c2cccs2)cc1 (stereo not drawn)
0.64,-0.2,42.1,CN1CCN(C(=O)NC2CCCN2S(=O)(=O)c2ccc(Cl)cc2)CC1 (stereo not drawn)
-0.89,-0.26,6.7,O=C(Nc1c(F)cc(F)cc1Br)c1cccnc1
-1,-1.42,18.2,COc1cc2nc(C3CC3)n(NC(=O)c3ccc(Cl)cc3)c(=O)c2cc1OC

Complete entries, quoted from the list.
CCc1ccc(C(CNC(=O)c2ccc3c(=O)n(-c4ccccc4F)c(=S)[nH]c3c2)N(C)C)cc1 (stereo not drawn) is entered as sdo1 growth: nt; sdo1 growth Rescue 24 h: nt; INS promoter inh: -50.0
O=C(Nc1ccc(F)cc1)c1ccccc1CC[N+](=O)[O-] is entered as sdo1 growth: 0.56; sdo1 growth Rescue 24 h: 0.55; INS promoter inh: -21.4

(continued)
sdo1 growth,sdo1 growth Rescue 24 h,INS promoter inh,Molecule
0.23,0.24,-43.6,CC(C)CC(=O)NC(=S)Nc1ccc(N2CCOCC2)cc1
0.49,0.06,38.9,CC(C)(C)C(=O)Nc1sc2c(c1C#N)CCCCC2
-0.45,-0.44,nt,Cc1c(C(=O)NC2CC2)oc2ccc(S(=O)(=O)N3CCCCCC3)cc12
0.09,1.55,nt,Cc1ccc(C)c(N2CCN(C(=O)CN(C)S(=O)(=O)c3ccc4c(c3)CCC(=O)N4)CC2)c1
-0.05,-0.51,-85.7,FC(F)Sc1ccc(-n2cc(-c3ccc(Cl)cc3)[n+]3c2CCC3)cc1
0.48,0.14,31.2,N#CCCn1ncc2ccccc21
1.79,1.99,-7.4,CC(C)CC(=O)n1sc(NC(=O)c2ccccc2)nc1=O
nt,nt,33.3,O=C(Nc1ccc2c(c1)OCCO2)N1CCN(Cc2ccccc2)CC1
0.29,1.66,nt,Fc1ccc(CSc2ccc(-c3ccc4c(c3)OCO4)nn2)cc1
nt,nt,20.0,CC(NC(=O)c1cc(COc2c(F)cccc2F)on1)c1cnn(-c2ccccc2)c1 (stereo not drawn)
-0.62,0,34.5,Cc1cc(C)n(-c2ccc3cccc(NS(C)(=O)=O)c3n2)n1
0.22,-0.67,59.5,C=CCn1c(Br)nc2c1c(=O)[nH]c(=O)n2C
nt,nt,-93.3,Cc1sc(Cc2nc(O)cs2)nc1-c1ccccc1
-0.19,-0.34,-16.7,CCn1c(SCC(=O)NCC2CCCO2)nc2cc(S(=O)(=O)N3CCCCC3)ccc21 (stereo not drawn)
1.36,1.52,9.1,COc1ccc(OC)c(NC(=O)CC2SC(=Nc3ccc(F)cc3)N(CCC3=CCCCC3)C2=O)c1 (stereo not drawn)
-0.62,-0.99,34.8,CCOC(=O)NC(NCCc1ccccc1)(C(F)(F)F)C(F)(F)F
-0.01,-0.44,13.3,COc1ccc(CC(=O)NN2C(=O)c3ccccc3C2=O)cc1
-1.25,-1.19,-10.8,O=C(Cc1csc(-c2ccccc2)n1)NCc1ccccc1F
0.12,-0.5,nt,O=C(CCNS(=O)(=O)c1cccc2nonc12)NCc1cccs1
0.12,0.13,9.1,COC(=O)c1c(-c2ccc(C)cc2)csc1NC(=O)c1c(-c2ccccc2)noc1C
-0.19,-0.44,28.6,O=S(=O)(CCc1nc2ccccc2o1)c1ccc2ccccc2c1
-0.66,-1.05,0.0,CCN(CC)S(=O)(=O)c1ccc(OC)c(NC(=S)Nc2ccc(C)c(C)c2)c1
-0.41,-0.57,nt,Cc1ccc(S(=O)(=O)/N=C2/NC(=O)/C(=C\c3ccco3)S2)cc1
-0.87,-1.04,23.1,CCCC(=O)Nc1ccccc1NC(=O)C1CCCCC1
nt,nt,40.0,Cc1ccc2c(c1)c1nnc(SCC(=O)N3CCCc4ccccc43)nc1n2CC(=O)O
0.45,0.31,22.7,CCOC(=O)CCc1c(C)c(C#N)c2nc3ccccc3n2c1-n1ccnc1
-0.01,-0.01,-48.6,O=C1N2CN(C(c3ccccc3)c3ccccc3)CN=C2SC1(CO)CO
-0.31,-0.27,nt,Cc1cccc(NC(=S)NC(=O)c2cc(-c3ccccc3)nc3ccccc23)c1
0.74,0.02,nt,C(#Cc1ccc(C#CCN2CCCC2)cc1)CN1CCCC1
-0.04,-0.16,-133.3,COCCn1nnnc1C(c1ccc2ncccc2c1)N1CCc2ccccc21 (stereo not drawn)
nt,nt,-21.4,Cc1cccc(C)c1NC(=O)NC1(C(=O)NCCN2CCOCC2)CCCCC1
-1.86,-1.31,-18.5,O=C(CNC(=O)c1cccc(F)c1)N/N=C/c1cc(Br)ccc1OC(=O)/C=C/c1ccco1
-0.59,-0.9,23.3,CCN(CC(=O)Nc1cccc(OC)c1)C(=O)c1ccc(C)s1
0.62,0.25,nt,COc1ccc(S(=O)(=O)NCc2csc(-c3cccnc3)n2)cc1
0.25,-0.05,nt,CCOC(=O)N1CCN(C(=O)c2ccc(Cl)c(S(=O)(=O)N3CCOCC3)c2)CC1
0.77,-0.24,13.6,Nc1nnc(SCC(=O)N2CCN(c3ccccc3)CC2)n1-c1ccccc1
0.54,0.84,-19.4,O=C(Nc1ccccc1F)C1CCN(C(=O)Cc2ccccc2)CC1
1.43,1.44,28.6,COc1cc(C2NC(=O)N(C)C3=C2C(=O)CCC3)cc(OC)c1OC (stereo not drawn)
-0.69,-0.69,36.4,COc1ccc(-c2nsc3c(N4CCN(C(=O)c5ccco5)CC4)ncnc23)cc1
1.7,2.08,nt,O=C(Cn1nnc2ccccc21)N/N=C/c1ccco1

Quoted at random: 2 compounds from above.
sdo1 growth,sdo1 growth Rescue 24 h,INS promoter inh,Molecule
-0.59,-0.9,23.3,CCN(CC(=O)Nc1cccc(OC)c1)C(=O)c1ccc(C)s1
-1.25,-1.19,-10.8,O=C(Cc1csc(-c2ccccc2)n1)NCc1ccccc1F

Going on with the list.
sdo1 growth,sdo1 growth Rescue 24 h,INS promoter inh,Molecule
0.88,0.43,16.1,O=S1(=O)NC(=NCc2ccco2)c2ccccc21
0,-0.76,-70.3,CCN(CC)C(=O)CSc1nnc(CNc2ccc(F)cc2)o1
-0.62,-0.87,nt,COc1ccc(S(=O)(=O)Cc2ccc(C(=O)N3CCN(c4ccccc4F)CC3)o2)cc1
0.53,-0.23,18.2,CCOC(=O)N1CCC(NC(=O)CCC(=O)N2CCOc3ccccc32)CC1
0.7,0.31,nt,Cc1ccc(C)c(N2CCN(C(=O)C3CCCN(S(=O)(=O)c4cnc[nH]4)C3)CC2)c1 (stereo not drawn)
0.23,-0.79,29.6,Cc1ccccc1N/C=C/C(=C(C#N)C#N)N(C)C
nt,nt,41.7,Cc1cccc(OCCCN2C(=O)C(=O)c3cc(C)ccc32)c1
0.34,0.06,nt,CCc1nnc(NC=C2C(=O)OC(C)(C)OC2=O)s1

The list goes on; the last 3 above are carried over.
sdo1 growth,sdo1 growth Rescue 24 h,INS promoter inh,Molecule
0.23,-0.79,29.6,Cc1ccccc1N/C=C/C(=C(C#N)C#N)N(C)C
nt,nt,41.7,Cc1cccc(OCCCN2C(=O)C(=O)c3cc(C)ccc32)c1
0.34,0.06,nt,CCc1nnc(NC=C2C(=O)OC(C)(C)OC2=O)s1
0.27,-0.62,5.9,CC(=O)/C(C(=N)N1CCN(c2cccc(Cl)c2)CC1)=C(\C)O
-1.03,-0.85,-154.6,CCOc1ccccc1-n1c(SCC(N)=O)nnc1-c1ccccc1
1.03,-0.36,nt,COc1cccc(CNC(=O)C2CCCN(S(=O)(=O)c3c(C)n[nH]c3C)C2)c1 (stereo not drawn)
nt,nt,11.1,O=C(COc1ccccc1)NCCSCc1ccccc1Cl
-0.29,-0.47,26.7,O=C(CNC(=O)/C(=C\c1ccccc1)NC(=O)c1ccc(Br)cc1)OCc1ccccc1
nt,nt,-12.8,O=C(CN1CCC(O)(c2ccc3c(c2)OCO3)CC1)NC1CCCCC1
0.12,1.41,-26.7,Cc1ccc(-n2nc(C(=O)N/N=C/c3cccc(C(F)(F)F)c3)c3ccccc3c2=O)cc1C
-1.94,-0.79,-15.4,O=c1c2ccccc2ncn1CCCSc1ccc(Cl)cc1
0.91,0.76,-45.2,O=C(Cc1ccccc1)Nn1cnc2ccccc21
0.82,0.29,-94.4,CC(C)NS(=O)(=O)c1ccc(OCC(=O)N2CCCC2)cc1
0.45,0.11,nt,Cc1ccc(NC2=NC(c3ccc(O)cc3)n3c(nc(C)cc3=O)N2)cc1 (stereo not drawn)
-1,-1.01,21.1,CSc1ccc(CNc2cccc3ccccc23)cc1
-0.05,-0.76,14.3,CC(C)OCCCn1c(=NC(=O)c2ccncc2)c(C#N)cc2c(=O)n3ccccc3nc21
-1.66,-1.2,nt,CN1/C(=C\C(=O)Nc2cccc(Cl)c2)C(C)(C)c2ccccc21
1.06,1.47,-321.4,Cc1ccccc1NC(=S)NCc1cccs1
-0.15,0,6.5,CC(c1ccco1)N(C(=O)COc1ccc(Cl)cc1)c1ccccn1 (stereo not drawn)
-0.52,-0.85,-33.3,CC(=O)CSc1ccc(C(=O)O)cn1
-0.97,-1.07,-11.4,Cc1cc(OC(C)C)nc(NCc2ccccc2)n1
-0.53,-1.25,nt,Cc1cccc(NC(=O)CS(=O)(=O)c2cn(C)c3ccccc23)c1
-0.71,-0.65,-36.7,CC(C)[C@H](NC(=O)OCc1ccccc1)C(=O)OCC(=O)NC1CCCCC1
-0.79,0.18,11.5,O=C(COC(=O)Cc1ccc(Cl)cc1Cl)Nc1ccc(OC(F)F)cc1
1.33,0.59,11.8,COc1ccccc1NC(=O)C1=C(C)Nc2ncnn2C1c1cccs1 (stereo not drawn)
-0.03,-0.52,-52.4,COC(=O)[C@@H]1CC[C@H](C)[C@@H](c2ccc(C)cc2)N1C(=O)c1ccc(/C=N/OC[C@@H](O)[C@H]2O[C@@H]3OC(C)(C)O[C@@H]3[C@H]2O)cc1
0.84,0.41,nt,Fc1ccc(N2CCN(c3ncnc4nc[nH]c34)CC2)cc1
nt,nt,-9.5,Fc1ccccc1-c1n[nH]c(=S)n1CC1CCCO1 (stereo not drawn)
1.11,1.51,39.5,CC(NC(=O)Nc1ccc(F)cc1F)c1ccncc1 (stereo not drawn)
nt,nt,-71.4,COCCNC(=S)Nc1cc(S(=O)(=O)N2CCOCC2)ccc1N1CCCCC1

Sorted by the number under INS promoter inh (high to low): five from the list above
compound,INS promoter inh
CC(NC(=O)Nc1ccc(F)cc1F)c1ccncc1 (stereo not drawn),39.5
O=C(COC(=O)Cc1ccc(Cl)cc1Cl)Nc1ccc(OC(F)F)cc1,11.5
Cc1cc(OC(C)C)nc(NCc2ccccc2)n1,-11.4
CC(C)[C@H](NC(=O)OCc1ccccc1)C(=O)OCC(=O)NC1CCCCC1,-36.7
COCCNC(=S)Nc1cc(S(=O)(=O)N2CCOCC2)ccc1N1CCCCC1,-71.4
